# Tau FP inhib: tau fibrillization inhibition (FP); P10636; K18 P301L tau heparin fibrillization, Alexa594 FP, 6 h; Potency, µM (titrated, usually from 57.7 µM), for the others: top-dose activity, negative = inhibition, hits mostly inhibitors; 280,000 compounds, 0.39% hits; note: % is set by controls: 0 for no effect and ±100 for the full control effect; nearly all actives have a fitted effect of over 55% in size
#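 Heparin (20 uM) drove fibril formation of recombinant tau K18 P301L, 15 uM unlabeled with 0.24 uM Alexa 594 label, for 6 hr at 37 C in 100 mM sodium acetate pH 7. Fluorescence polarization (555/632 nm) read 1 hr after 30 uM ThT.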
# Tau fluor cs: counter-screen for tau fibril formation inhibitors; tau K18 P301L Alexa594 fluorescence, heparin fibrillization; Potency, µM (titrated, usually from 57.7 µM), inactives show at the highest dose activity change, negative = decrease; 280,000 compounds, 0.93% hits; AID 1463; note: % is set by controls: 0 for no effect and ±100 for the full control effect; nearly all actives have a fitted effect of over 55% in size
#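 Human K18 P301L tau (15 uM unlabeled plus 0.24 uM Alexa 594-labeled, final) in 100 mM sodium acetate pH 7 was mixed with compound and 20 uM heparin and incubated 6 hr at 37 C.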
# RECQ1 helicase: inhibitors of human RECQ1 DNA helicase; P46063; RECQ1 DNA unwinding, red fluorescence kinetic read; Potency, µM (highest dose often 57.3 µM), without a hit: at the top dose activity, negative = inhibition, actives largely listed as inhibitors; 240,000 compounds, 0.54% hits;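 note: plate controls were vehicle for no effect and no enzyme for full effect; nearly all actives have a fitted effect of over 30% in size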
# Target sequence (P46063 whole entry, looked up): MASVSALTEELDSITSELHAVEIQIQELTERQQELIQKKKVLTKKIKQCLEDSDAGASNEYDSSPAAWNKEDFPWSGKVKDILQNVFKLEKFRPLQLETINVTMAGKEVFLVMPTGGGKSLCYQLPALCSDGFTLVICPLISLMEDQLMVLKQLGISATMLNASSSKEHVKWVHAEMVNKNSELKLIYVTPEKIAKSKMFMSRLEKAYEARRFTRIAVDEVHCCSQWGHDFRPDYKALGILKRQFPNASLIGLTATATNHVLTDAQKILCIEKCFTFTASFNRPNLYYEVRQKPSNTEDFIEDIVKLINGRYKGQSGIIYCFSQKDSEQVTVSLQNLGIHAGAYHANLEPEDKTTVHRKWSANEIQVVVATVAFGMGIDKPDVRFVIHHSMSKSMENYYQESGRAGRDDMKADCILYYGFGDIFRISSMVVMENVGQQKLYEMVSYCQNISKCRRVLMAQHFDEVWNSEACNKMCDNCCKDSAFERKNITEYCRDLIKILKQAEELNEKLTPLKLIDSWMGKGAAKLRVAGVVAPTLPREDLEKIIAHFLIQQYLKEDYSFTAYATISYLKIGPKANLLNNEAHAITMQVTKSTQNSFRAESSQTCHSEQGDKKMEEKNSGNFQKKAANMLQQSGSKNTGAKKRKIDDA
#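 RECQ1T1 50 nM; forked duplex (20 bp + 30-nt ss tails) 200 nM, ATP 2 mM final; pH 8.0, 2 mM MgCl2, 2.5 ug/ml poly(dI-dC); 15 min compound preincubation; discontinuous kinetic read over 2 h at RT.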
# HTT cytoprotect: protects HTT-Q103 PC12 cells, measured by ATP | PC12 HTT-Q103 induced, cytoprotection, ATP luminescence, 40 h | AID 1471 | 230,000 compounds, 0.14% hits | Potency, µM (titrated, usually from 56.4 µM), without a hit: cytoprotection (ATP increase), actives largely listed as activators;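 note: % of control where 0% means no effect; nearly all actives have a fitted effect of over 45% in size; toxic huntingtin expression switched on by the ecdysone agonist tebufenozide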
#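 Compounds were screened for protection of PC12 cells against cell death after tebufenozide induction (100 nM final) of mutant Huntingtin exon 1 (Q103) fused to GFP.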
# TexasRed fluor: Texas Red fluorescence interference in TRb-SRC2 counter-screen; TRb/SRC2 Texas Red total fluorescence interference; Potency, µM (doses to about 106 µM), without a hit: top-dose fluorescence change, negative = quenching; 280,000 compounds, 0.29% hits; active = well fitted curve in either direction with a large enough effect; inconclusive = small, poorly fitted or top-dose-only effect; note: % is set by controls: 0 for no effect and ±100 for the full control effect
#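 Human TRb ligand-binding domain at 0.6 uM with 20 nM Texas Red SRC2 peptide in Tris buffer containing 1 uM T3 and 5% DMSO, incubated with compound 5 h at ambient temperature. Total fluorescence (555/632 nm) calculated as parallel + 2 × perpendicular.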
# Tau fibril ThT: blocks human tau fibril formation measured by thioflavin T; P10636; recombinant tau K18 P301L (four-repeat tau fragment), heparin-induced fibrillization, ThT fluorescence; Potency, µM (series often up to 57.4 µM), without a hit: at the highest dose activity, negative = inhibition, hits mostly inhibitors; 270,000 compounds, 2.1% hits; AID 1460; note: % is set by controls: 0 for no effect and ±100 for the full control effect; nearly all actives have a fitted effect of over 55% in size
#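 Heparin-induced (20 uM) aggregation of recombinant human K18 P301L tau, 15 uM unlabeled with 0.24 uM labeled, pH 7 acetate buffer, 6 hr at 37 C with compound. Fibrils quantified by 30 uM ThT fluorescence after 1 hr ambient incubation.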
# TRb-SRC2 inh: inhibitors of human thyroid hormone receptor beta-SRC2 interaction; P10828; TRbeta-SRC2 peptide binding, fluorescence polarization; receptor liganded with 1 µM T3; Potency, µM (highest dose often 106 µM), for inactives: at the highest dose activity change, negative = inhibition, most hits filed as inhibitors; 280,000 compounds, 0.065% hits; AID 1469;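 note: plate controls were bound peptide for no effect and peptide without receptor for full effect; nearly all actives have a fitted effect of over 50% in size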
# Target sequence (P10828 whole entry, looked up): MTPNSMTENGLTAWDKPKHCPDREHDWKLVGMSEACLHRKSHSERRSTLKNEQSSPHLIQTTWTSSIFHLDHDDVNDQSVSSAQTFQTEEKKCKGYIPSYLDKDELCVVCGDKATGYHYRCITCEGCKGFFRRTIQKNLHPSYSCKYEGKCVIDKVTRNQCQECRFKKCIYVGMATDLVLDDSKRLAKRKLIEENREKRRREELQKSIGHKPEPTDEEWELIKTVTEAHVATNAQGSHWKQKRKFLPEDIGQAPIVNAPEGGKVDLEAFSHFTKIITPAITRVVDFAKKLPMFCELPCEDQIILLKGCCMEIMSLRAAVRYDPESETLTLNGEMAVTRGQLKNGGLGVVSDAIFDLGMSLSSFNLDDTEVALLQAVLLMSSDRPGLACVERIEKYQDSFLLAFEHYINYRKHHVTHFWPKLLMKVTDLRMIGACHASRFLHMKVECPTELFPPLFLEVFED
#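 Read-out is fluorescence polarization (555 nm excitation, 632 nm emission) of a Texas Red SRC2 coactivator peptide; loss of signal reflects blocked binding to human TRb ligand-binding domain in the presence of 1 uM T3.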
# L3MBTL1 block: inhibitors of human L3MBTL1; Q9Y468; AlphaScreen L3MBTL1–H3K9me1 peptide binding; Potency, µM (titrated, usually from 57.1 µM), without a hit: top-dose activity, negative = inhibition, most hits filed as inhibitors; 230,000 compounds, 0.66% hits; note: % is set by controls: 0 for no effect and ±100 for the full control effect; nearly all actives have a fitted effect of over 60% in size
#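 Displacement of a biotinylated histone H3(1-15) peptide monomethylated at Lys9 (75 nM) from L3MBTL1 (50 nM) was measured by AlphaScreen after a 30 min room-temperature compound incubation; cefsulodin titration served as intraplate control.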
# The depositor's hits bear a star; i = inactive; ? = inconclusive; nt = no result given; & = joins results of further samples; [ ] = dose if it differs, or a comment. Unless noted, calls come from the whole dose curve; as a rule, active = well fitted curve in the direction sought with a large enough effect; inconclusive = small, poorly fitted or top-dose-only effect, or another doubt; inactive = no such curve, though single readings can be large; an effect the other way counts as inactive or inconclusive. Potency is the fitted concentration of half-maximal effect. A portion of the library, so the mix of outcomes need not match the whole.
SMILES | Tau FP inhib | Tau fluor cs | RECQ1 helicase | HTT cytoprotect | TexasRed fluor | Tau fibril ThT | TRb-SRC2 inh | L3MBTL1 block
CC(=O)Nc1ccc(NC(=S)NC(=O)c2ccc([N+](=O)[O-])cc2)cc1 | 0.2% | -7.1% | -1.8% | 0.8%[0.074 µM] | 0.0% | ? | -5.1% | -4.2%
CC(=O)Nc1nc(CC(C)C)cc(-c2ccccc2)c1C#N | 2.9% | -3.8% | -2.7% | 8.3%[10 µM] | -2.3% | -7.6% | -6.4% | 1.8%
Cc1ccnc(N/C=C(\C#N)c2nc(-c3cccc(Br)c3)cs2)c1 | -3.7% | -29.5% | -0.4% | -18.3%[10 µM] | -3.5% | ? | 1.4% | 17.2%
Cc1ccc(S(=O)(=O)c2cn(Cc3cccc(C)c3)c3cc4c(cc3c2=O)OCO4)cc1 | 4.0% | -8.8% | nt | nt | -1.7% | -1.9% | 0.3% | nt
CCN1C(=O)c2ccccc2S(=O)c2ccc(C(=O)N3CCCCCC3)cc21 (configuration not stated) | 7.3% | -1.2% | -4.0% | -19.6% | 1.6% | -5.0% | -8.5% | nt
NC(=O)/C(=C\c1ccncc1)c1cccc2ccccc12 | -2.1% | -8.9% | -2.5% | -11.1%&3.0%[10 µM] | -4.2% | -8.1% | 3.5% | 0.9%
O=C(COC(=O)C1CCN(S(=O)(=O)c2cccc3cccnc23)CC1)c1ccc(F)cc1 | -2.2% | -11.9% | -15.9% | 3.2% | -0.2% | -3.8% | 2.9% | 2.8%
O=C1C2C3c4ccccc4C(c4ccccc43)C2C(=O)N1Cc1cccnc1 (configuration not stated) | -9.4% | -3.0% | 1.0% | 9.7% | 3.4% | -9.7% | 2.8% | 0.6%
COc1ccc(-c2nnc(-c3cc(OC)c(OC)c(OC)c3)o2)cc1OC | 3.3% | -9.6% | 5.9% | -6.9%[1.9 µM] | -0.2% | -15.0% | 0.8% | -1.7%
Cc1ccc(C(=O)NCC(=O)OC(C)C(=O)NCCC2=CCCCC2)cc1C (configuration not stated) | 1.3% | -8.5% | -2.5% | -10.6%[1.9 µM] | 6.3% | -2.9% | -0.3% | 2.9%
CN(C(=O)COC(=O)c1ccc(-c2ccc(O)cc2)cc1)C1CCS(=O)(=O)C1 (configuration not stated) | -9.3% | -14.8% | -10.0% | 16.5%[10 µM] | 3.4% | -10.7% | 4.4% | 5.1%
Cc1nc2cc(-c3cccc(F)c3)nn2c(C)c1CCC(=O)NC(C)CCc1ccco1 (configuration not stated) | 13.2% | -6.4% | i | -5.8% | -0.9% | ? | -11.1% | nt
CC1CC(C)CN(CC(=O)NCCc2ccc(S(N)(=O)=O)cc2)C1 (configuration not stated) | 3.1% | 4.7% | i | -22.9% | 3.2% | 2.5% | 2.3% | 5.5%
Cc1ccccc1OCCSc1nnc(C)n1-c1ccccc1 | -3.8% | -5.4% | -15.4% | -10.1% | 1.4% | -2.8% | 6.6% | nt
COc1cccc(CNC(=O)COc2cc(=O)n(C)c3ccccc23)c1 | -4.9% | -6.7% | nt | nt | -20.0% | -5.0% | -7.9% | nt
COc1ccccc1C(=O)Nc1nnc(S(=O)(=O)N(C)c2ccc(Cl)cc2)s1 | 3.7% | -17.0% | nt | nt | ? | ? | -4.1% | nt
CC1=CC(c2ccccc2)n2nnnc2N1 (configuration not stated) | -9.9% | -10.2% | -2.9% | 7.2%[10 µM] | -1.4% | nt | 4.3% | nt
CC(C)CNC(=O)C(=O)N/N=C/c1cccs1 | 2.3% | -2.1% | ? | -24.4% | 0.5% | -7.4% | 5.6% | -1.9%
CCOC(=O)c1ccc(NC(=O)C2Cc3ccccc3CN2S(=O)(=O)c2ccc(Cl)cc2)cc1 (configuration not stated) | ? | -28.0% | nt | nt | 2.7% | 4.0% | -2.3% | nt
CCCc1nc(SCC(=O)N2CCc3ccccc3C2)c2ccccc2n1 | -6.4% | -12.5% | i | 6.4% | 1.7% | ? | -7.2% | 2.2%
COc1ccc(C/C(C)=N/NC(=S)Nc2ccc(Cl)cc2)cc1 | -3.3% | -28.0% | i | -0.1%[10 µM] | -1.0% | nt | -3.3% | nt
Cc1ccccc1N/C(=C(/C(Cl)=C(Cl)Cl)[N+](=O)[O-])n1nnc2ccccc21 | -9.5% | -13.9% | -0.1% | -26.0% | -0.6% | ? | 4.3% | nt
Cc1ccc(C)c(Cn2c(=O)n(CCCCC(=O)NCc3ccc4c(c3)OCO4)c(=O)c3ccccc32)c1 | -4.1% | -1.4% | nt | nt | -20.9% | 4.0% | 9.3% | nt
COc1cc(NC(=S)Nc2ccccn2)c(OC)cc1Cl | 1.8% | -10.5% | -0.2% | nt | 0.0% | -7.9% | 7.1% | 2.1%
COc1ccc(CCNC(=O)c2cc(-c3ccccc3)nc3ccccc23)cc1OC | -7.9% | -28.2% | nt | nt | -3.0% | -6.7% | -0.3% | nt
CC(=O)N(c1cccc(Br)c1)C1C=CS(=O)(=O)C1 (configuration not stated) | -1.9% | 8.8% | i | 8.0% | -4.6% | 9.5% | -1.3% | nt
COc1ccc(S(=O)(=O)Nc2cccc(-c3ccc(N4CCCCCC4)nn3)c2)c(OC)c1 | -12.2% | -18.1% | nt | nt | 1.2% | -11.9% | 3.9% | nt
CCOC(=O)c1cccc(NC(=O)C2CCN(S(=O)(=O)c3cccs3)CC2)c1 | -4.9% | ? | -15.2% | 14.4% | -2.1% | ? | -0.3% | nt
CC(/C=N/n1c(-c2n[nH]c3c2CCC3)n[nH]c1=S)=C\c1ccco1 | -6.0% | -14.2% | ? | -1.7%[10 µM] | 1.1% | ? | 7.5% | -22.3%
C=CCNc1nc(N)c(C(=O)Nc2cc(C)on2)s1 | -1.1% | -9.2% | 1.4% | -33.6% | -0.5% | ? | 1.6% | 0.7%
Cc1ccc(NC(=O)CN2C(=O)S/C(=C/c3ccc(-c4cc(C(=O)O)ccc4C)o3)C2=O)cc1C | -11.0% | -16.1% | 14.1µM* | -5.5% | -4.7% | ? | 4.0% | nt
Fc1ccc2nc(N3CCCC3)sc2c1 | 14.3% | 1.1% | -4.9% | -24.3% | -0.5% | 1.7% | 1.0% | 3.2%
COc1ccc(C)cc1NC(=O)CN(C)S(=O)(=O)c1cnc[nH]1 | 6.9% | -6.0% | i | -8.8% | -0.9% | 1.3% | -3.4% | nt
Cc1cc(F)ccc1OC1C=CC(c2ccc3c(c2)OCO3)OC1CO (configuration not stated) | -3.1%[11.6 µM] | -8.0%[11.6 µM] | i[11.5 µM] | -12.1%[10 µM] | 0.2%[11.2 µM] | -14.7%[11.5 µM] | 4.9%[11.2 µM] | nt
CCOC(=O)NNC(=O)C12CC3CC(CC(C3)C1)C2 | -0.1% | 3.6% | i | -35.5% | -0.2% | -2.4% | 6.9% | -0.2%
CC(C)C(=O)NC(=S)Nc1ccccc1N1CCN(C(=O)c2ccc(Cl)cc2)CC1 | 6.0% | -11.8% | -5.4% | -9.4%[10 µM] | -0.8% | -10.3% | 1.6% | -20.8%
COc1ccc(-c2cc(C(=O)N/N=C/c3sccc3C)c3ccccc3n2)c(OC)c1 | -19.4% | -18.7% | i | -29.7% | 0.3% | -5.5% | -20.1% | nt
CCOC(=O)C1C(=O)NCC2CCCC21 (configuration not stated) | 4.5% | 7.1% | i | 17.6%[10 µM] | 5.8% | -4.3% | -2.2% | nt
CSc1nnc(CSCc2ccc(Cl)cc2Cl)n1-c1ccccc1 | 9.5% | -9.4% | i | -39.8%[inhibitor] | 1.4% | ? | 1.7% | -4.1%
Cc1ccc(NC(=O)Cn2nc(-c3ccc(F)cc3)c3cnc4ccc(C)cc4c32)cc1 | -5.6% | -1.3% | nt | nt | 3.4% | 1.8% | -1.4% | nt
O=C(c1ccccc1)c1ccc(N2CCCC2)cc1 | 4.1% | -10.5% | -2.3% | -41.1%[inhibitor] | -3.2% | ? | -2.0% | 47.1%[activator]
CC(Oc1cc(F)ccc1[N+](=O)[O-])C(=O)Nc1ccc(S(=O)(=O)N2CCCC2)cc1 (configuration not stated) | 4.8% | -23.4% | -6.6% | -38.5%[inhibitor] | -3.4% | -8.4% | 2.3% | -16.5%
Cc1[nH]c2ccccc2c1C(=O)Cn1c(=O)oc2ccccc21 | -13.5% | -28.0% | -10.3% | 5.8% | -6.3% | -8.5% | -0.1% | nt
CCCn1c(C)cs/c1=N\C(=S)Nc1ccccc1 | -7.8% | 5.2% | i | nt | 3.4% | 4.5% | -4.0% | 3.5%
Cc1cccc2cc(COC(=O)C(C)C)c(=O)[nH]c12 | 3.2% | 2.7% | i | 24.1% | 1.1% | -4.4% | -4.4% | 0.2%
O=[N+]([O-])c1ccccc1/C=N/Nc1nccnc1Cl | 5.8% | -8.0% | -8.0% | 2.8% | -6.1% | -14.5% | 2.2% | -1.3%
O=C1OCCC1Sc1ncnc2sccc12 (configuration not stated) | -5.6% | 1.5% | -9.0% | 13.5%[1.9 µM] | 0.6% | -1.3% | 0.9% | 10.5%
Cc1ccc(-c2nc3sc(C#N)c(N)n3c(=O)c2C#N)cc1 | -4.1% | -4.2% | -20.9% | nt | -0.6% | ? | 2.9% | 12.1%
O=C1c2ccccc2C(=O)N1CCc1nc(-c2ccccn2)no1 | -3.9% | 3.1% | i | -4.8% | -0.3% | 1.6% | -8.6% | -3.5%

# Of the compounds above, two contain bromine.
SMILES | Tau FP inhib | Tau fluor cs | RECQ1 helicase | HTT cytoprotect | TexasRed fluor | Tau fibril ThT | TRb-SRC2 inh | L3MBTL1 block
Cc1ccnc(N/C=C(\C#N)c2nc(-c3cccc(Br)c3)cs2)c1 | -3.7% | -29.5% | -0.4% | -18.3%[10 µM] | -3.5% | ? | 1.4% | 17.2%
CC(=O)N(c1cccc(Br)c1)C1C=CS(=O)(=O)C1 (configuration not stated) | -1.9% | 8.8% | i | 8.0% | -4.6% | 9.5% | -1.3% | nt
